# tuberculosis growth: growth inhibition of non-replicating M. tuberculosis (AID 488890); Mycobacterium tuberculosis non-replicating, growth inhibition; higher % means a stronger effect; inhibition, % at 25 µM; hits with a dose series show IC50 in µM; actives 0.39% (n = 320,000); in the data active means a potency from the dose series; inconclusive means inhibition mostly from about 82% at the one dose, without a potency; inactive means the rest, 99 in 100 with inhibition below about 76%;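 further: plate controls were DMSO cells for no effect and high antibiotic wells for full effect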
# PhoP GFP inhibition: Inhibition of PhoP regulon, Salmonella typhi GFP reporter cells, confirmation, 4 h (AID 1850). Salmonella Typhi PhoP-promoter GFP reporter, fluorescence, 4 h; higher % means a stronger effect. inhibition, % at 50 µM; hits with a dose series show IC50 in µM. actives 0.33% (n = 310,000); in the data active means a potency from the dose series; inconclusive means inhibition mostly from about 25% at the one dose, without a potency; inactive means the rest, 99 in 100 with inhibition below about 19%;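 further: 0% = induced wells with vehicle and 100% = uninduced wells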
# inhibitors of VEEV: inhibitors of VEEV TC-83 cytopathic effect, confirmation, Vero cells (AID 588727); Vero cells, VEEV TC-83 cytopathic effect inhibition; higher % means a stronger effect; inhibition, % at 20 µM, or IC50 in µM where a hit was titrated; actives 0.13% (n = 350,000); in the data active means a potency from the dose series; inconclusive means inhibition mostly from about 14% at the one dose, without a potency; inactive means the rest, 99 in 100 with inhibition below about 12%; further: strong numbers were not always called active
# H1N1 NS1A inhibition: H1N1 influenza NS1A inhibitors, functional cell based assay (AID 504329). actives 0.3% (n = 340,000). NS1A functional cell-based assay, percent inhibition; higher % means a stronger effect. inhibition, % at 12.5 µM; hits with a dose series show IC50 in µM; in the data active means a potency from the dose series; inconclusive means inhibition above about 27% without an active follow-up result; further: strong numbers were not always called active
# H37Rv inhibition: M. tuberculosis growth inhibition, HTS (AID 449762); inhibition, % at 25 µM; hits with a dose series show IC50 in µM; actives 0.59% (n = 330,000); M. tuberculosis H37Rv growth inhibition, 7H9 media; higher % means a stronger effect; in the data active means a potency from the dose series; inconclusive means inhibition above about 70% without an active follow-up result;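 further: bacterial growth assessed after seven days of incubation; strong numbers were not always called active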
# inhibitors of VEEV 10K pilot screen: also measured in inhibitors of VEEV; calls as there; inhibition, %; measured here: 10K pilot screen inhibition
# * hit, by the source's call; i = inactive; u = inconclusive; x = not tested or not shown; & = joins results of further samples; ! = not confirmed by another sample.
SMILES,tuberculosis growth,PhoP GFP inhibition,inhibitors of VEEV,H1N1 NS1A inhibition,H37Rv inhibition,others
COCCCNC(=O)c1cn(C)c(=O)c2cc(OC)c(OC)cc12,1%,-10%,5.5%,2%,-10%,
C/C(=N\Nc1ccc2nncn2n1)c1ccccn1,38%,66µM*,12%,x,-6%,
CCOC(=O)c1cc(NC(=O)CN2CCCC2)cc(C(=O)OCC)c1,-10%,6%,i,-11%,-4%,
Cc1ccsc1S(=O)(=O)N1CCC(CO)(CC2CCCCO2)CC1 (stereo not given),-9%,5%,1.0%,3%,-9%,
CCCCC1=CC2=CC(=O)C(C)(OC(=O)CC)C(=O)C2=CN1CCc1ccc(Br)cc1 (stereo not given),56%,3%,5.9%,14%,-2%,
CC(C)NC(=O)c1cnn2c1NC(c1cccs1)CC2C(F)(F)F (stereo not given),1%,6%,1.0%,4%,10%,
CCOC(=O)Cc1csc(SCC(=O)NC2CCS(=O)(=O)C2)n1 (stereo not given),-10%,x,0.8%,-6%,-7%,
COc1ccc(S(=O)(=O)N2CCC3(CC2)CC(=O)c2ccccc2O3)cc1OC,-3%,0%,0.2%,13%,-11%,
CCCCN(CC)CCNC(=O)c1cc2cc3ccc(Cl)cc3nc2o1,20%,-1%,10%,5%,3%,
O=C(Oc1ccccc1)c1ccc2c(c1)C(=O)N(Cc1ccncc1)C2=O,66%,0%,1.3%,6%,8%,

# Looked up by structure from the entries so far (7):
SMILES,tuberculosis growth,PhoP GFP inhibition,inhibitors of VEEV,H1N1 NS1A inhibition,H37Rv inhibition,others
Cc1ccsc1S(=O)(=O)N1CCC(CO)(CC2CCCCO2)CC1 (stereo not given),-9%,5%,1.0%,3%,-9%,
O=C(Oc1ccccc1)c1ccc2c(c1)C(=O)N(Cc1ccncc1)C2=O,66%,0%,1.3%,6%,8%,
COc1ccc(S(=O)(=O)N2CCC3(CC2)CC(=O)c2ccccc2O3)cc1OC,-3%,0%,0.2%,13%,-11%,
CCOC(=O)c1cc(NC(=O)CN2CCCC2)cc(C(=O)OCC)c1,-10%,6%,i,-11%,-4%,
CCCCN(CC)CCNC(=O)c1cc2cc3ccc(Cl)cc3nc2o1,20%,-1%,10%,5%,3%,
C/C(=N\Nc1ccc2nncn2n1)c1ccccn1,38%,66µM*,12%,x,-6%,
COCCCNC(=O)c1cn(C)c(=O)c2cc(OC)c(OC)cc12,1%,-10%,5.5%,2%,-10%,

# (list continues)
SMILES,tuberculosis growth,PhoP GFP inhibition,inhibitors of VEEV,H1N1 NS1A inhibition,H37Rv inhibition,others
CCOc1cccc(C(=O)NC2CCCCC2)c1,18%,-2%,0.8%,-15%,3%,
COc1ccc(C(=O)C2CCCN(C(=O)CCNC(C)=O)C2)cc1OC (stereo not given),-13%,-9%,0.7%,-2%,3%,
Cc1ccc(S(=O)(=O)N2CCOCC2)cc1C(=O)NCc1cccnc1,-13%,0%,1.8%,-2%,1%,
Cc1ccsc1C(=O)N(C)CC(=O)N(CC(C)C)c1c(N)n(CC(C)C)c(=O)[nH]c1=O,2%,-8%,i,0%,0%,
CN1CCN(CCC(=O)N/N=C/C=C2\N(C)c3ccccc3C2(C)C)CC1,18%,6%,i,-17%,0%,
COc1ccccc1C(=O)N/C(=C\c1ccc(Br)cc1)C(=O)N1CCCC1,24%,10%,11%,x,-17%,
COc1ccc(C(=O)Nc2cccc(-c3cc4ccccc4oc3=O)c2)cc1[N+](=O)[O-],-1%,-12%,0.7%,21%,3%,
CCOc1ccc(CSC(=N)N)cc1Cl,4%,21%,4.0%,-16%,3%,
COc1ccc(/C=C2\CCC(C3CCCC3)C2=O)c(OC)c1OC (stereo not given),-11%,11%,i,7%,-2%,
CC1CCCCC1NC1=NCCS1 (stereo not given),11%,-2%,2.7%,4%,5%,
COc1ccc(O)c(C(=O)c2cnn(-c3ccccc3)c2)c1,18%,5%,1.9%,7%,53%,
N/C(=N\c1nc2ccccc2o1)NC(=O)c1ccccc1NC(=O)c1ccccc1,-19%,-1%,1.7%,10%,34%,
CC[C@]12c3[nH]c4cc(-c5ccco5)ccc4c3CCN1C(=O)[C@@H](CC(=O)NCC13CC4CC(CC(C4)C1)C3)C[C@@H]2C(=O)N1CCN(C(=O)c2ccco2)CC1,x,x,2.0%,-9%,x,
CCOCCCNC(=O)C1CCCN(S(=O)(=O)CC)C1 (stereo not given),-14%,-16%,0.1%,-4%,-5%,
COc1ccc(NC(=O)CCC(=O)Nc2nnc(C3CCCCC3)s2)cc1,10%,-5%,1.8%,-4%,2%,
CNC(=S)N/N=C/c1ccc(-c2cc([N+](=O)[O-])ccc2Cl)o1,-13%,-1%,i,1%,-11%,
COc1ccccc1NC(=O)/C(C#N)=C/C=C/c1ccco1,-13%,-9%,0.4%,15%,-4%,
Cc1ccc(-c2nc3cccnc3s2)cc1NS(=O)(=O)c1ccc2c(c1)OCCO2,37%,-12%,8.3%,-4%,-1%,
COc1ccc(N2CCN(C(=O)COC(=O)CCc3ccccc3)CC2)cc1,49%,x,0.2%,-5%,3%,
COCCNC(=O)c1ccc(N2CC3CC(C2)c2cccc(=O)n2C3)c(NC(=O)c2c(F)cccc2F)c1 (stereo not given),-3%,-10%,2.9%,-3%,-6%,

# Reprinted from the part before: 2 entries; new compounds follow.
SMILES,tuberculosis growth,PhoP GFP inhibition,inhibitors of VEEV,H1N1 NS1A inhibition,H37Rv inhibition,others
COc1ccc(N2CCN(C(=O)COC(=O)CCc3ccccc3)CC2)cc1,49%,x,0.2%,-5%,3%,
COCCNC(=O)c1ccc(N2CC3CC(C2)c2cccc(=O)n2C3)c(NC(=O)c2c(F)cccc2F)c1 (stereo not given),-3%,-10%,2.9%,-3%,-6%,
O=C(OCC(=O)c1ccc[nH]1)c1ccc(Cl)nc1,75%,-6%,1.7%,-4%,u,
O=c1[nH]c2ccccc2n1C1=CCNCC1,x,x,0.5%,3%,x,
CSc1ccccc1NC(=O)CN(C)CC(=O)c1[nH]c(C)c(C(C)=O)c1C,77%,x,3.0%,5%,0%,
C=CCOC(=O)C1=C[C@H](c2ccccc2)[C@@H](CCCO)[C@H](OCC)O1,5%,-5%,0.8%,0%,2%,
Cc1ccc(C2C3C(=O)N(c4ccc(C)cc4)C(=O)C3N3CCCN23)cc1 (stereo not given),8%,-3%,1.4%,3%,1%,
COc1cc(/C=C/c2cccc[n+]2C)ccc1OCC(=O)Nc1ccccc1C,22%,1%,0.9%,3%,-10%,
COc1ccc2[nH]c(=O)c(CN(Cc3nnnn3CCc3ccccc3)CC3CCCO3)cc2c1 (stereo not given),15%,-1%,9.0%,1%,-2%,
CC(=O)Nc1ccc(S(=O)(=O)NC2=C(N3CCN(Cc4ccccc4)CC3)C(=O)c3ccccc3C2=O)cc1,34%,0%,11%&7.6%,21µM*!,-2%,
CC(=O)NCC(=O)OCC(=O)N1c2ccccc2Sc2ccccc21,x,3%,0.8%,0%,-4%,
CCN(C(=O)COC(=O)c1cc(-c2ccccc2)nn1-c1ccccc1)C1CCS(=O)(=O)C1 (stereo not given),1%,-2%,i,8%,10%,
CCOCC(O)CNc1ccccc1 (stereo not given),-1%,-6%,0.5%,-4%,-4%,
c1ccc2c(N3CCNCC3)nsc2c1,-3%,6%,i,4%,-1%,
C=CC[C@@H](CC(=O)N[C@H](CO)Cc1ccccc1)C(=O)N[C@H](COC(=O)[C@@H](CC=C)CC(=O)OC(C)(C)C)Cc1c[nH]c2ccccc12,44%,x,2.4%,-4%,5%,
CC1(C)Oc2ccc3ccc(=O)oc3c2/C(=C/Nc2ccc(O)cc2)C1=O,10%,-2%,11%,1%,31%,
O=c1[nH]c(=S)[nH]c(O)c1CN1CCCCC1,-1%,-3%,i,34%,7%,
CC(C)(C)n1nc2c(c1NC(=O)c1ccccc1C(F)(F)F)CS(=O)(=O)C2,-1%,-4%,0.8%,-10%,-13%,
COc1ccc(Cn2c(C)nc3c(c(=O)c4ccccc4n3C)c2=O)cc1,-13%,8%,4.3%,2%,25%,
O=C(COC(=O)CNS(=O)(=O)c1cccc(Br)c1)NC(=O)Nc1ccc2c(c1)OCCO2,5%,5%,0.2%,2%,-6%,
COc1ccc(NS(=O)(=O)c2ccc(Cl)s2)cn1,-5%,-6%,i,1%,-5%,
COc1ccc(OC)c(CCNC(=O)Cc2ccc(NC3=NC4CS(=O)(=O)CC4S3)cc2)c1 (stereo not given),-7%,2%,0.4%,0%,-4%,
Clc1ccc(-c2nnc3n2CCCS3)cc1,-2%,-3%,2.7%,-3%,-5%,inhibitors of VEEV 10K pilot screen=1.4
OC[C@H]1OC(Nc2ccc(N=Nc3ccccc3)cc2)[C@@H](O)[C@@H](O)[C@@H]1O (stereo not given in full),10%,16%,6.7%,-13%,u,
Nc1nc(NCCO)nc(NCC2CCCO2)c1[N+](=O)[O-] (stereo not given),-7%,-1%,0.2%,13%,3%,
Cn1c(N/N=C2\CCCc3ccccc32)nc2c1c(=O)n(Cc1ccc(F)cc1)c(=O)n2C,x,x,1.6%,15%,x,
NC(CSCc1cccc(Br)c1)C(=O)O (stereo not given),28%,-25%,1.0%,-4%,6%,
O=[N+]([O-])c1cc(F)c(N2CCOCC2)cc1N1CCCCC1,3%,3%,i,16%,3%,
O=C1CN2CCC1C/C2=C\c1ccnc2c(Cl)cccc12 (stereo not given),12%,2%,1.5%,3%,2%,
CN(CCO)CCOCCOc1cccc2ccccc12,5%,0%,0.1%,1%,-10%,
O=C(CSc1ccccc1C(=O)N1CCCCC1)NCC1CCCCC1,29%,1%,1.1%,-8%,-15%,
CCN(CC)C(=S)SCC(=O)Nc1nc(=O)c2ccccc2s1,-12%,-9%,0.5%,-5%,-3%,
C=CCn1c(SCC(N)=O)nnc1-c1cc(Br)ccc1O,29%,-6%,i,-4%,-6%,
CCN(CC)C(=O)[C@H]1CC(CC(=O)NCCCn2ccnc2)C(=O)N2CCc3c([nH]c4ccc(OC)cc34)[C@]12C (stereo not given in full),x,x,3.3%,-3%,x,
Cc1ccc(S(=O)(=O)Nc2ccc3c(c2)n(C)c(=O)n3C)c(C)c1,-8%,-3%,11%,-7%,-2%,
CCn1c(SCC(=O)Nc2ccccc2)nnc1-c1cccs1,5%,-15%,0.4%,16%,7%,
Cc1cc(C(=O)Nc2ccccc2Cl)c2ccccc2n1,7%,-1%,0.5%,-8%,1%,
COc1ccc(C2SCC(=O)Nc3c2c(C)nn3C2CCOC(C)(C)C2)cc1 (stereo not given),0%,0%,0.9%,-7%,-20%,
COc1ccc(CN2C(=O)[C@@H]3Cc4c([nH]c5ccccc45)C(C)(C)N3C2=O)cc1,47%,-1%,3.0%,1%,u,inhibitors of VEEV 10K pilot screen=2.0
Cc1ccc(S(=O)(=O)N2CCC(C(=O)NCCN3CCOCC3)CC2)cc1C,-2%,1%,1.0%,-5%,-2%,
COc1ccc(NC(=O)c2ccc3c(c2)OCCO3)cc1OC,1%,4%,0.0%,8%,0%,
COc1ccc(C)cc1NC(=O)c1ccc2c(c1)C(=O)N(Cc1ccncc1)C2=O,-14%,x,0.9%,-14%,-5%,
C/C=C/c1ccc(OCC(=O)Nc2ccncc2)c(OC)c1,u,-3%,2.0%,-5%,u,
Cc1csc(NC(=O)CCC(=O)N(CC(=O)NC2CCCCC2)c2ccccc2)n1,3%,2%,2.1%,-3%,6%,
CNC[C@@H]1Oc2ccc(NC(=O)Nc3c(C)noc3C)cc2CC(=O)N([C@H](C)CO)C[C@H]1C,-4%,x,1.1%,-1%,-5%,
O=C1C2C3CCC(C3)C2C(=O)N1Cc1ccco1 (stereo not given),-2%,2%,0.6%,-12%,4%,
COCCCN=Cc1c(C)[nH]n(-c2ccc(Br)c(C)c2)c1=O,0%,-3%,2.1%,-8%,-1%,
O=C(N/N=C/c1c(O)ccc2ccccc12)c1cccc(C(F)(F)F)c1,u,8%,8.4%,5%,24%,
O=C(CCC(=O)N1CCSc2ccccc21)Nc1cccc(F)c1,-5%,-4%,7.0%,26%,-7%,
Cc1ccc(Nc2nc(N)c3ccccc3n2)cc1C,65%,u,7.8%,9%,16%,
COc1cc(-n2cnnn2)ccc1S(=O)(=O)N1CCOCC1,-13%,1%,i,-5%,3%,
CCCCCC(=O)Nc1cccc(C2=NOC3(C2)C[C@@H](C(N)=O)N(C(=O)CC(c2ccccc2)c2ccccc2)C3)c1 (stereo not given in full),20%,-16%,2.3%,2%,48%,
O=C(OCc1cccc(F)c1)c1cc2ccccc2cc1O,16%,4%,0.6%,0%,1%,
Cc1cccc(OCC(=O)OCC(=O)N2CCCc3ccccc32)c1C,70%,x,1.2%,-7%,-4%,

# Source: PubChem BioAssay
